Screening data deposited in PubChem by several laboratories.
MRP reversal – MRP-mediated drug resistance reversal; H69AR cells + 2 uM doxorubicin, CellTiter-Glo, 72 h; differential viability (reversal), % at 10 µM; 0.04% of 85,000 active;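 active means viability drop by adding the cancer drug above about 55%, with treated viability meeting a 40% cutoff, limit read from the data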;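 further: viability without doxorubicin minus viability with 2 µM doxorubicin for each compound; larger differential means the compound sensitizes cells more to doxorubicin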
IL1B NFkB pot – enhances IL-1B driven NFkB nuclear translocation; HUVEC IL-1B NFkB p65 nuclear translocation imaging; 0.3% of 94,000 active; activation, % at 2 µM;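 active means activation above 40%, about the mean plus 3 SD, also judged a hit on visual image review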;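 further: percent activation is computed from the nuclear over cytoplasmic p65 intensity ratio; values of inactives mirror those of a sister screen read the other way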
Bcl-B displacement – displacers of TR3 peptide from Bcl-B, primary screen, selectivity assay for Bfl-1 inhibitor project, biochemical, fluorescence polarization | FP displacement of FITC-TR3 peptide from Bcl-B; higher % means a stronger effect | displacement, % at 20 µM; hits with a dose series show IC50 in µM | 0.11% of 96,000 active | AID 748;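 active means displacement above 50% at 20 µM plus a fluorescence interference ratio under 1.5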;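 further: plate controls were wells without compound for no effect and wells lacking Bcl-B protein for full effect; a part of the inactive calls stands beside numbers as strong as those of hits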
NFkB transloc inh – blocks IL-1B driven NFkB nuclear translocation in HUVEC cells. HUVEC IL-1B NFkB p65 nuclear translocation imaging. inhibition, % at 2 µM. 0.43% of 94,000 active. AID 796;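 active means inhibition above about 30% together with a positive call from visual inspection of the well image, limit read from the data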;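 further: nuclear over cytoplasmic p65 intensity ratio measured by imaging; 0% = IL-1B stimulated DMSO wells and 100% = unstimulated DMSO wells; values of inactives mirror those of a sister screen read the other way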
PLAP inhibition – inhibition of human placental alkaline phosphatase – biochemical, luminescence, HTS (AID 690); inhibition, % at 20 µM; hits with a dose series show IC50 in µM; 0.08% of 96,000 active; purified PLAP, luminescent substrate; higher % means a stronger effect; in the data active means a potency from the dose series; inactive means the rest, 99 in 100 with inhibition below about 30%; further: strong numbers were not always called active
MRP reversal cytotoxicity – further read-out of MRP reversal, marked with its call; viability, %; H69AR cells, CellTiter-Glo, 72 h; measured here: cytotoxicity without doxorubicin
MRP reversal with doxorubicin – second read-out of MRP reversal, no call of its own (marks repeat the call); viability, %; measured here: viability with 2 uM doxorubicin; active compounds read low
NFkB transloc inh cell count 2 µM – second read-out of NFkB transloc inh, no call of its own (marks repeat the call); cell count; measured here: cells passing quality filter;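 raw number of nuclei counted in each imaged well without normalization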
IL1B NFkB pot cell count 2 µM – further read-out of IL1B NFkB pot, marked with its call; cell count; measured here: cells passing quality filter
The depositor's hits bear a star; x = not tested or not shown. A portion of the library; count on the stated rates, not on these rows.

SMILES	MRP reversal	MRP reversal cytotoxicity	MRP reversal with doxorubicin	IL1B NFkB pot	IL1B NFkB pot cell count 2 µM	Bcl-B displacement	NFkB transloc inh	NFkB transloc inh cell count 2 µM	PLAP inhibition
Cc1ccc2nc(-c3sc4nc(C)cc(C)c4c3N)[nH]c2c1	-8.7	15.0	23.7	-8.0	92	x	8.0	92	x
CCc1cc(C(=O)c2ccccc2OC)c(N)s1	-0.5	106.0	106.4	0.7	115	-2.0%	-0.7	115	8.4%
COc1ccc(CCNC(=O)CSc2nnc(CNc3ccc(Cl)cc3)o2)cc1OC	6.9	90.9	84.0	14.1	100	x	-14.1	100	x
COc1ccc(-c2nnc3c4ccccc4c(C)nn23)cc1	-19.4	32.4	51.8	1.8	169	1.0%	-1.8	169	-47.8%
Cn1nc(-c2ccccc2)c(-c2nc(-c3cccc(C(F)(F)F)c3)no2)c1Cl	25.8	88.0	62.2	8.5	99	-5.8%	-8.5	99	-8.7%
O=C(N/N=C/c1ccco1)c1ccncc1	x	x	x	1.5	141	-10.6%	-1.5	141	1.7%
O=C(CCl)Nc1ccccc1Sc1ccccc1	x	x	x	25.2	138	2.1%	-25.2	138	8.1%
CCOC(=O)c1csc(Nc2nc3ccc(F)cc3s2)n1	x	x	x	8.1	142	-19.6%	-8.1	142	-9.7%
COCCNC(=O)c1ccc(CS(=O)(=O)c2ccc(OC)cc2)o1	6.2	91.6	85.4	2.3	47	x	-2.3	47	x
O=C1NCN(c2ccccc2)C12CCN(c1nnnn1-c1ccccc1)CC2	2.6	93.2	90.6	17.4	69	3.0%	-17.4	69	-48.0%
CCOC(=O)Cn1c(-c2cccnc2Cl)nc2cc(Cl)c(Cl)cc21	x	x	x	-4.0	151	4.5%	4.0	151	2.3%
O=C(CN1CCCCC1)N1CCCc2ccccc21	x	x	x	13.2	161	7.2%	-13.2	161	15.7%
CC(C)(C)C(=O)Nc1ccc(C(=O)N/N=C/c2ccccc2OC(=O)c2ccc(Cl)cc2Cl)cc1	x	x	x	4.7	114	-4.8%	-4.7	114	-7.7%
O=C(CN1CCC(NC(=O)c2ccco2)CC1)Nc1cccc2ccccc12	6.7	84.3	77.5	-6.3	104	x	6.3	104	x
Cc1ccc(C2CC(=O)c3cnc(N4CC(C)CC(C)C4)nc3C2)cc1 (configuration not stated)	9.5	89.6	80.2	x	x	-5.9%	x	x	-13.8%
COc1cccc(C(C(=O)NC(C)(C)C)N(C(=O)CCC(=O)Nc2cc(C)on2)C(C)C)c1OC (configuration not stated)	-1.2	85.9	87.1	x	x	1.4%	x	x	-65.6%
CCC(C(=O)O/N=C(\N)c1cccc(C)c1)c1ccccc1 (configuration not stated)	-5.0	7.9	12.9	x	x	-5.5%	x	x	-13.0%
Cc1ccc(S(=O)(=O)Nc2ccccc2F)cc1C(=O)NCCCN1CCCC1=O	10.8	95.6	84.7	1.1	162	0.7%	-1.1	162	-6.7%
N#CC(Nc1ccccc1)c1ccccc1OCc1ccccc1 (configuration not stated)	x	x	x	-16.5	147	6.2%	16.5	147	0.4%
O=C(NNC(=O)c1ccc([N+](=O)[O-])o1)c1ccccc1	-11.3	49.7	61.0	-1.9	164	-8.6%	1.9	164	-10.7%
COc1ccc(Cl)cc1C(=O)Nn1c(C)nc2ccccc2c1=O	-15.8	82.4	98.2	x	x	-6.8%	x	x	10.7%
Cc1cc(C)c2nc(N3CCCN(C(=O)c4ccco4)CC3)c(C#N)cc2c1	-19.8	34.6	54.4	3.8	89	-6.3%	-3.8	89	-71.8%
Cc1cc(N/C=C\C(=O)c2ccc(Cl)c(Cl)c2)no1	5.5	84.8	79.3	9.4	170	10.9%	-9.4	170	-13.9%
O=S(=O)(c1ccccc1)c1cnn(-c2ccccc2)c1-c1ccc(F)cc1	x	x	x	-5.2	76	-0.5%	5.3	76	23.8%
Cc1cc(C(C)(C)C)oc1C(=O)N(CC(=O)NC1CCCC1)Cc1ccccc1Cl	x	x	x	3.9	111	-0.8%	-3.9	111	-52.3%

3 entries picked at random from the list so far:
SMILES	MRP reversal	MRP reversal cytotoxicity	MRP reversal with doxorubicin	IL1B NFkB pot	IL1B NFkB pot cell count 2 µM	Bcl-B displacement	NFkB transloc inh	NFkB transloc inh cell count 2 µM	PLAP inhibition
CCC(C(=O)O/N=C(\N)c1cccc(C)c1)c1ccccc1 (configuration not stated)	-5.0	7.9	12.9	x	x	-5.5%	x	x	-13.0%
O=C(CN1CCCCC1)N1CCCc2ccccc21	x	x	x	13.2	161	7.2%	-13.2	161	15.7%
O=C(CN1CCC(NC(=O)c2ccco2)CC1)Nc1cccc2ccccc12	6.7	84.3	77.5	-6.3	104	x	6.3	104	x

Continuation.
SMILES	MRP reversal	MRP reversal cytotoxicity	MRP reversal with doxorubicin	IL1B NFkB pot	IL1B NFkB pot cell count 2 µM	Bcl-B displacement	NFkB transloc inh	NFkB transloc inh cell count 2 µM	PLAP inhibition
Cc1ccccc1S(=O)(=O)Oc1ccccc1C(=O)Oc1ccccc1	x	x	x	x	x	11.3%	x	x	3.6%
Cc1onc(-c2ccccc2Cl)c1C(=O)NCCCN1CCOCC1	19.8	99.5	79.7	1.1	118	4.6%	-1.1	118	-5.1%
Cc1occc1C(=O)Nc1ccc(S(=O)(=O)N2CCN(C)CC2)cc1	7.1	99.8	92.6	9.0	134	-3.7%	-9.0	134	-12.2%
O=C(CSc1ccccn1)Nc1cccc(NC(=O)CSc2ccccn2)n1	-5.1	48.2	53.3	9.6	43	7.2%	-9.6	43	7.1%
CC(C)CC1(C)NC(=O)NC1=O (configuration not stated)	0.5	99.6	99.1	19.9	183	-1.8%	-19.9	183	-9.0%
CCCNC(=O)CN(c1ccccc1)S(=O)(=O)c1ccc(OC)c(OC)c1	0.6	97.5	96.9	-5.2	161	x	5.2	161	x
CCCCCCC1CC(C)(/C(C)=N/NC(N)=O)OC1=O (configuration not stated)	-0.2	88.9	89.1	7.5	134	0.9%	-7.5	134	-28.7%
CC(=O)c1c(C)nn(C(C)CC(=O)O)c1C (configuration not stated)	17.6	99.0	81.4	-5.7	109	x	5.7	109	x
O=[N+]([O-])c1ccc(NC(=S)N2CCN(c3ccc(F)cc3)CC2)cc1	x	x	x	-1.1	168	-3.7%	1.1	168	12.0%
O=C1SC(c2ccccc2)=N/C1=C/c1ccco1	25.9	107.6	81.7	-14.0	108	4.6%	14.0	108	27.5%
CC(C)OC(=O)CSc1nc(N)c(C#N)c(-c2ccco2)c1C#N	x	x	x	-5.8	178	-19.6%	5.8	178	-8.3%
O=C(CN(C1CCCCC1)S(=O)(=O)c1ccc(Cl)cc1)NCc1cccnc1	30.4	117.1	86.6	-11.0	101	2.3%	11.0	101	-67.7%
Cc1cc(N2CCOCC2)nc2ccc(NC(=O)CCC(=O)N3CCC(C)CC3)cc12	-12.9	83.8	96.7	-2.3	142	-6.8%	2.3	142	-10.2%
Cn1c(C(=O)OC(C(=O)NC2CCCCC2)c2ccccn2)cc2sccc21 (configuration not stated)	21.2	77.6	56.4	1.9	165	2.1%	-1.9	165	-14.2%
O=C(CN1C(=O)CSC1=O)Nc1ccc(N2CCOCC2)cc1	-6.5	69.2	75.7	9.3	105	-4.4%	-9.3	105	-0.4%
CCOC(=O)c1c(N)sn(-c2ccccc2C)c1=S	5.7	76.7	71.0	11.0	197	-0.7%	-11.0	197	-3.0%
O=S(=O)(c1cccs1)N1CCN(c2ccccn2)CC1	x	x	x	32.4	122	x	-32.4	122	x
CCCCNC(=O)COC(=O)CCC(=O)c1ccc(F)cc1	x	x	x	-12.2	171	-5.1%	12.2	171	-22.1%
Cc1ccc(S(=O)(=O)NC(C)(C)CSc2nnc(N)s2)cc1	-2.5	92.8	95.3	19.3	130	-7.4%	-19.3	130	17.1%
Cn1c(-c2cccc(Br)c2)cnc1NCc1cccnc1	11.7	90.8	79.2	-6.5	120	6.9%	6.5	120	-59.2%
CC(C)Oc1cccc(-c2nnc(SCC(=O)Nc3ccc4c(c3)OCCO4)n2N)c1	5.0	86.7	81.7	36.0	75	-7.6%	-36.0	75	-9.8%
COc1ccc(NC(=O)Cn2cccc2)cc1Cl	x	x	x	-15.6	86	-11.1%	15.6	86	-1.4%
Cc1cc(/C([O-])=C(/C(=S)Nc2ccccc2)[n+]2ccccc2)c(C)n1-c1ccccc1	x	x	x	-1.9	138	-40.0%	1.9	138	-44.9%
Cc1ccc(C)c(N2CCN(C(=O)C3CCN(c4nnc(N5CCCC5=O)s4)CC3)CC2)c1	8.9	100.9	92.0	-8.6	84	-22.8%	8.6	84	-61.2%
COC(=O)C(C(=O)N1CCN(C)CC1)C1CCCCCC1 (configuration not stated)	18.6	100.3	81.7	2.2	118	0.0%	-2.2	118	6.8%

Next results.
SMILES	MRP reversal	MRP reversal cytotoxicity	MRP reversal with doxorubicin	IL1B NFkB pot	IL1B NFkB pot cell count 2 µM	Bcl-B displacement	NFkB transloc inh	NFkB transloc inh cell count 2 µM	PLAP inhibition
Cn1c2c(c3ccccc31)CC/C2=N\O	-9.4	85.0	94.4	x	x	-3.1%	x	x	-6.1%
O=C(Nc1ccc(N2CCOCC2)cc1)C1CCN(S(=O)(=O)Cc2ccccc2)CC1	4.5	92.4	87.9	-8.2	68	-1.3%	8.2	68	11.4%
O=c1sc2ccccc2n1CCCOc1ccccc1	20.4	89.7	69.3	10.6	174	1.6%	-10.6	174	11.5%
CCCc1cc(C(=O)Nc2cccc(C(C)=O)c2)no1	4.1	99.9	95.8	19.4	58	6.9%	-19.4	58	12.9%
Cc1cc(C(=O)c2cnc(/N=C/N(C)C)s2)cc(C)c1O	x	x	x	0.8	98	-5.4%	-0.8	98	30.5%
CCC(C)(C)NC(=O)C(c1ccc(C)cc1)N(Cc1ccco1)C(=O)Cn1nnc2ccccc21 (configuration not stated)	-17.4	55.2	72.6	-15.5	172	x	15.5	172	x
O=C(CNC(=O)c1ccccn1)N/N=C/c1ccccc1	x	x	x	-10.9	140	-2.6%	10.9	140	-3.9%
CCSC1(SCC)N=C(N)C2(C#N)C(c3ccccc3)NC(C)=CC12C#N (configuration not stated)	-1.4	97.4	98.8	-6.3	90	-1.2%	6.3	90	7.2%
Cc1sc2nc(SCC(N)=O)n(C)c(=O)c2c1C	9.2	84.1	75.0	37.6	124	x	-37.6	124	x
Cc1cc(NS(=O)(=O)Cc2ccccc2)no1	-9.4	90.7	100.1	7.2	94	-7.5%	-7.2	94	2.0%
O=C(CSc1ncccc1C(=O)O)NCc1ccc(F)cc1	1.4	99.3	97.8	10.3	104	4.7%	-10.4	104	6.9%
O=C(c1ccc(=O)n(Cc2ccc(Cl)c(Cl)c2)c1)N1CCOCC1	x	x	x	1.3	122	0.5%	-1.3	122	10.1%
Cc1cc(=O)n2[nH]c(-c3ccccc3)cc2n1	25.2	93.1	67.9	-7.0	90	-3.4%	7.0	90	-25.8%
Fc1cccc(-c2cc3nc(-c4ccccc4)cc(N4CCC5(CC4)OCCO5)n3n2)c1	12.5	92.2	79.8	17.1	139	x	-17.1	139	x
CCOC(=O)c1cccc(NC(=O)c2cccnc2)c1	-45.6	31.0	76.6	x	x	-9.5%	x	x	10.5%
CN1CCN(/C=N/c2c(C#N)cnn2Cc2ccccc2)CC1	8.1	84.8	76.6	2.7	89	-15.8%	-2.7	89	-4.3%
CCN(CC)CCn1c(=S)[nH]c2ccc(Cl)cc2c1=O	1.9	90.2	88.3	-10.3	149	15.3%	10.3	149	-15.4%
c1ccc2oc(Cc3ccc(Cc4nc5ccccc5o4)cc3)nc2c1	-0.6	83.1	83.6	3.6	74	x	-3.6	74	x
Cn1cnnc1Sc1nc2c(c(=O)n(C)c(=O)n2C)n1Cc1ccccc1Cl	4.2	98.5	94.4	18.7	143	x	-18.7	143	x
O=C1Nc2ccccc2/C1=C/C(=O)c1cccs1	0.7	0.7	0.1	10.2	183	-19.6%	-10.2	183	24.8%
Cc1ccc(SCc2nc3ccccc3n2CC(=O)Nc2ccc(Cl)cc2)cc1	x	x	x	22.8	164	-12.5%	-22.8	164	10.3%
CCOc1ncccc1C(=O)OCc1nnc(-c2ccccc2)o1	-32.0	68.5	100.5	-4.5	105	3.5%	4.5	105	-44.2%
O=C(c1ccco1)N(Cc1ccc([N+](=O)[O-])cc1)c1ccc(Cl)cc1	x	x	x	1.3	160	7.2%	-1.3	160	7.6%
Cc1cccc(OCC(=O)Nc2cccc(-c3nnc(-c4ccccc4)o3)c2)c1C	-8.2	9.8	18.1	6.6	159	0.0%	-6.6	159	26.4%
